STK33 inh = inhibitors of human STK33 kinase | Q9BYT3 | purified STK33, MBP phosphorylation, ADP-Glo luminescence | inhibition, % at 10 µM | 320,000 compounds, 0.073% hits;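 active = inhibition at or above 25%, using the most active replicate where run in duplicate; inactive = inhibition below 25%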
KCNQ2 block = KCNQ2 potassium channel inhibitors, primary screen, cell-based, CHO-K1, FluxOR thallium flux, B-score (AID 2156); O88943; 20 min; active compounds read low; 310,000 compounds, 1.1% hits; B-score at 10 µM;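 active = fluorescence ratio B-score at most minus 3 library SDs, with starting brightness B-score within 2 library SDs, cut at about -5.5 in these data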
Target sequence (O88943 whole entry, looked up): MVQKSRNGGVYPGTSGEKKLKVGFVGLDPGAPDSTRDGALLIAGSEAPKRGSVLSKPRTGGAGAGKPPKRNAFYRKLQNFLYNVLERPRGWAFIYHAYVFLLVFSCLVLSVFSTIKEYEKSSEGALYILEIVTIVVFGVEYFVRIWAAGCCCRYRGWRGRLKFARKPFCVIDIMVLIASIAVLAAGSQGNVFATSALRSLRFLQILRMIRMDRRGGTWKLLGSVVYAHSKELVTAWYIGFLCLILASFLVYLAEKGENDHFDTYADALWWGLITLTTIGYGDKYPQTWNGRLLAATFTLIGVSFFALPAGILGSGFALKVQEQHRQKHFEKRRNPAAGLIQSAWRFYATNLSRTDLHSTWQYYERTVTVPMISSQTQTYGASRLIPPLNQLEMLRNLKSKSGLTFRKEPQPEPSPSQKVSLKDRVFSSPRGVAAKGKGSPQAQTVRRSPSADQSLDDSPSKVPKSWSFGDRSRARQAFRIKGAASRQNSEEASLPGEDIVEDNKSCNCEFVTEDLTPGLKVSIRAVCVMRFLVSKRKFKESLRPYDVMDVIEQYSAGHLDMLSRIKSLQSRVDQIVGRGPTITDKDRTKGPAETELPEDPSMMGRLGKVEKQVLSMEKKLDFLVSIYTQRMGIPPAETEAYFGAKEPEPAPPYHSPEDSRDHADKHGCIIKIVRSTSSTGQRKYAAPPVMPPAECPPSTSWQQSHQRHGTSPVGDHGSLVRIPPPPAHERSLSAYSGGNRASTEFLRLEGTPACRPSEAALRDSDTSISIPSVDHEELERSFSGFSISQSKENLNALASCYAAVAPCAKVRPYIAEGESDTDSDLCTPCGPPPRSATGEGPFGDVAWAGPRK
Kir21 inh = inhibitors of mouse Kir2.1 inward-rectifier potassium channel; B-score at 10 µM; 310,000 compounds, 0.85% hits; HEK293-Kir2.1, FluxOR thallium flux fluorescence; active compounds read low; AID 1672; P35561;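 active = fluorescence ratio B-score at or below minus 3 SD of library scores, with starting-brightness B-score within 2 SD, cut at about -4.2 in these data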;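 note: channel flux triggered by added potassium and thallium sulfate stimulus; B-score of peak minus minimum fluorescence over baseline after thallium stimulus; more negative B-score means stronger Kir2.1 block with less thallium influx; some compounds called inactive have numbers as strong as hits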
Starred values were filed as active, the others as inactive; i = inactive; . = not tested or not shown.

Start of the data: the first 4 entries, to show the layout:
KCNQ2 block	Kir21 inh	STK33 inh	molecule
i	0.45	-0.5	CCOC(=O)C1CCN(C(=O)c2cc3c(=O)n4ccccc4nc3s2)CC1
i	0.05	0.5	N#Cc1c(N)nc2c(c1-c1cccc(O)c1)CCCCCC2
i	-0.87	-1.4	C=CCNC(=O)/C(C#N)=C/c1ccc(C)o1
i	-0.11	-0.3	CCCCNC(=O)CC1SC(=NCC)N(CC)C1=O (configuration not stated)

The listing, from the first entry:
KCNQ2 block	Kir21 inh	STK33 inh	molecule
i	0.45	-0.5	CCOC(=O)C1CCN(C(=O)c2cc3c(=O)n4ccccc4nc3s2)CC1
i	0.05	0.5	N#Cc1c(N)nc2c(c1-c1cccc(O)c1)CCCCCC2
i	-0.87	-1.4	C=CCNC(=O)/C(C#N)=C/c1ccc(C)o1
i	-0.11	-0.3	CCCCNC(=O)CC1SC(=NCC)N(CC)C1=O (configuration not stated)
i	-0.38	-0.4	Cc1ccc(NC(=O)CSc2nnc(C3CC3)n2N)cc1S(=O)(=O)N1CCOCC1
i	0.26	-1.9	Nc1nnn(CC(=O)N/N=C/c2ccncc2)n1
i	-0.01	-0.6	COc1ccccc1NS(=O)(=O)c1ccc(C)c(NS(=O)(=O)c2cc(C(=O)O)cc(C)c2C)c1
i	0.15	-1.3	COc1cc(C2C(C#N)=C(N)Oc3c2ccc2ccccc32)ccc1OCC(=O)Nc1cccc(C)c1 (configuration not stated)
i	0	-1.4	C/C(=N\NC(=O)c1cccc(F)c1)c1ccc(NC(=O)Cc2ccccc2)cc1
i	0.17	.	COc1cc([C@@H]2c3cc4c(cc3[C@@H](NC3CCN(Cc5ccccc5)CC3)[C@H]3COC(=O)[C@H]23)OCO4)cc(OC)c1O
i	0.39	-2.4	O=P(Cc1cccc[n+]1[O-])(c1ccccc1)c1ccccc1
i	-1.5	1.1	C[C@H](NC(=O)c1nc[nH]c1C(=O)NCCCCCNC(=O)OC(C)(C)C)C(=O)OC(C)(C)C
i	2.1	0.6	C/C(O)=c1/cnc2nc3ccccc3n2c1=O
i	-2.4	-0.7	O=C(NCCc1ccccc1)c1cccc([N+](=O)[O-])c1
i	-0.07	-0.9	O=C(c1ccco1)N1CCN(S(=O)(=O)c2cccc(C(F)(F)F)c2)CC1
i	-0.53	-0.2	O=C(O)c1cccc(NC(=O)C2C3C=CC(C3)C2C(=O)OCC(F)(F)C(F)F)c1 (configuration not stated)
i	1.1	-1.1	N#CCSc1nc2sc3c(c2c(=O)n1C1CCCCC1)CCCC3
-9.6*	-0.48	-0.9	O=S(=O)(c1ccccc1)N(CC(O)Cn1c2ccccc2c2ccccc21)c1ccccc1 (configuration not stated)
i	-0.46	-0.6	CCOC(=O)C1CN(S(=O)(=O)c2ccc(OC)cc2)c2cc(Cl)ccc2O1 (configuration not stated)
i	1.3	-1.7	COc1ccc(C2NC(c3ccc(OC)cc3)C([N+](=O)[O-])C(C)(C)C2[N+](=O)[O-])cc1 (configuration not stated)
i	-0.08	0.2	CCOC(=O)C(=O)Nc1ccccc1C(=O)Nc1ccc(OC)cc1
i	-1.5	-0.1	CCc1ccc(OCCSc2nc3ccccc3n2CC(=O)O)cc1
i	2.1	-1.5	O=C(CSc1nnc2c(n1)[nH]c1ccccc12)N1CCCCC1
i	0.87	0.3	COC(=O)c1cn(Cc2cccc(C)c2)nn1
i	0.62	-0.2	O=C(Nc1ccc(OCC(=O)N2CCOCC2)cc1)c1cncc(Br)c1
i	2.3	-1.5	CSc1nc2n(n1)C(C)C1=C(CCCC1=O)N2 (configuration not stated)
i	0.26	-1.5	Cc1cccc(-n2c(C)nc3sccc3c2=O)c1
i	1.2	1.0	COCCNC(=O)C1CCN(S(=O)(=O)c2ccccc2)CC1
i	0.02	-1.8	O=c1cc(CSc2nnnn2-c2ccc(O)cc2)nc2sccn12
i	0.51	-3.4	Cc1c(N=C/C=C2\N(C)c3ccccc3C2(C)C)c(=O)n(-c2ccccc2)n1C

An excerpt from above in order of heavy-atom count, largest number first.
KCNQ2 block	Kir21 inh	STK33 inh	molecule
i	0.62	-0.2	O=C(Nc1ccc(OCC(=O)N2CCOCC2)cc1)c1cncc(Br)c1
i	-0.08	0.2	CCOC(=O)C(=O)Nc1ccccc1C(=O)Nc1ccc(OC)cc1
i	0.02	-1.8	O=c1cc(CSc2nnnn2-c2ccc(O)cc2)nc2sccn12
i	1.2	1.0	COCCNC(=O)C1CCN(S(=O)(=O)c2ccccc2)CC1
i	2.3	-1.5	CSc1nc2n(n1)C(C)C1=C(CCCC1=O)N2 (configuration not stated)

Later entries.
KCNQ2 block	Kir21 inh	STK33 inh	molecule
i	1.8	-1.6	O=C(C1CSC2(c3ccc(F)cc3)CCC(=O)N12)N1CCCCCC1 (configuration not stated)
i	0.05	0.8	Cc1cc(C)c2cc(C#N)c(N3CCCN(C(=O)c4cnccn4)CC3)nc2c1
i	-0.69	-0.6	Cc1cc(C(=O)N2CCCC(C(=O)c3ccc4ccccc4c3)C2)n(C)n1 (configuration not stated)
i	0.59	-0.9	O=C(Nc1cccc(S(=O)(=O)N2CCCC2)c1)c1cc(S(=O)(=O)N2CCOCC2)ccc1F
i	-1.9	11	O=C(NCc1ccccc1)C1(c2cccc(F)c2)CCCC1
i	0.16	-1.3	CCOC(=O)c1cc(-c2ccccc2)sc1NC(=O)C(C)Sc1nnnn1C (configuration not stated)
i	0.83	-0.7	O=C(CN1C2CCCC1CC(NC(=O)c1ccco1)C2)Nc1ccccc1 (configuration not stated)
i	-0.8	0.0	c1ccc2oc(-c3[nH]ncc3CN3CCSCC3)cc2c1
i	0.78	14	C[C@@H]1CCC[C@]2(O[C@@H](CCO)C[C@H](O)[C@H]2O)O1
i	0.21	0.2	CC1CCN(S(=O)(=O)c2cccc(C(=O)Nc3ccccc3)c2)CC1
i	-0.02	-0.7	CC(C)c1cc(C(C)C)n2nc(N)nc2n1
i	-0.86	-0.5	COc1ccc(/C=C(\NC(=O)/C=C/c2ccco2)C(=O)NCCc2nc3ccccc3[nH]2)cc1
i	0.03	-2.4	CC(C)(C)C(=O)CSc1nc2ccccc2o1
i	0.53	0.4	COc1cccc(C2(c3cccc(OC)c3)CC2C(=O)Nc2ccc(F)cc2)c1 (configuration not stated)
i	1.6	1.5	CC1CCCC(C)N1CCCNC(=O)c1nn(C)c2c1CSc1ccccc1-2 (configuration not stated)
i	2.1	-0.4	COc1cc(/C=N/n2cnc3c(sc4nc(C)cc(C)c43)c2=O)ccc1O
i	-0.53	-1.0	CC(C)C(=O)Nc1nnc(CCc2ccccc2)s1
i	0.14	-0.3	Cc1cc2nc3c(nc2cc1C)C(O)=C3O
i	-4.3*	-2.8	Cc1ccc(C2(CCNCc3ccco3)CCOC(C(C)C)C2)cc1 (configuration not stated)
i	0.27	.	CCOC(=O)N1CCN(C(=O)c2ccc(CS(=O)(=O)c3ccc(OC)cc3)o2)CC1
i	-0.31	0.1	Cc1ccc(Oc2c(F)c(F)nc(N3CCCC3)c2F)cc1
i	-0.57	-0.8	CCN(C(=O)CSc1ncn[nH]1)c1cccc2ccccc12
i	0.74	-0.3	COc1cc([N+](=O)[O-])cc(/C=N/NC(=O)C(O)(c2ccccc2)c2ccccc2)c1O
i	-1.4	0.1	N#CC1=C(SCc2ccccc2)NC(=O)C(C#N)C12CCCC2 (configuration not stated)
i	1.6	-2.6	C#CCn1cc(/C=N/NC(=O)c2cc3ccccc3o2)c2ccccc21
i	0.71	.	CCCCC(=O)Nc1ccc2c(c1)nc1n2CCN(CCOC)C1
i	0.18	.	Cn1cc(Cl)c(C(=O)NNC(=S)Nc2cccc(Cl)c2)n1
i	0.42	0.9	O=C(c1cc(Cl)nc2ccccc12)N(Cc1nnc(-c2ccccc2Cl)o1)C1CC1
i	1.1	-1.0	CN1CCN(C2CC(=O)N(Cc3ccc(N4CCCC4=O)cc3)C2=O)CC1 (configuration not stated)
i	0.58	-0.6	CN(C)c1nc(SCc2ccccc2Cl)nc2c1CCCC2
i	0.07	-0.9	Cc1ccc(O)c(C2=Nc3ccccc3N=C(c3ccco3)C2)c1
i	0.05	-2.0	CC(=O)CCc1oc2ccc([N+](=O)[O-])cc2c1-c1ccc(C)o1
i	1	-0.4	O=C(c1nnc(-c2ccccc2)o1)C1CC1
i	1	2.1	COc1ccc(OC)c(NC(=O)Nc2cnccn2)c1
i	1.3	-0.4	O=C(COC(=O)CCC1CCCC1)NCc1ccc(Cl)cc1
i	1.8	1.4	Cc1ccc2cc(CN(C(=O)c3cccs3)c3ccccc3)c(=O)[nH]c2c1
i	-0.7	0.7	COc1ccc(CC(=O)N(C)CC(=O)Nc2ccccc2C(F)(F)F)cc1S(=O)(=O)N1CCOCC1
-6.1*	-0.23	-1.3	Cc1ccc2ncc(S(=O)(=O)c3ccccc3)c(N3CCCCC3C)c2c1 (configuration not stated)
i	-1.7	-2.4	O=C1CCC(C(=O)Nc2cccc(S(=O)(=O)N3CCOCC3)c2)N1 (configuration not stated)
i	1.1	-2.4	COc1ccc(C(=O)N2CCN(c3ccc([N+](=O)[O-])c(NCCc4ccc(OC)c(OC)c4)c3)CC2)cc1
i	-0.68	-0.6	Cc1ccc(O)c(NC(=O)c2ccccc2-c2ccccc2C(=O)O)c1
i	-0.09	-0.7	O=C(CC(=O)Nc1ccc(F)cc1)Nc1ccc(F)cc1
i	-5.8	-2.1	CN(C)c1ccc(N=Cc2nc(-c3ccccc3)oc2OC(=O)c2cccc(Cl)c2)cc1
i	0.66	.	Cc1onc(-c2ccccc2Cl)c1C(=O)N1CCCCCC1
i	0.09	-0.6	O=C(CSc1ncn[nH]1)c1cc2ccccc2o1
i	0.67	-0.4	Cc1cccc(NC(=O)CNC(=O)c2cccc(-n3cccc3)c2)c1C
i	-1.1	-1.1	COc1ccc(CNC(=O)Cn2c(=O)n(CC(=O)N3CCCCC3)c(=O)c3sccc32)cc1
i	-0.07	1.8	O=c1c2ccccc2nc2oc3ccccc3n12
i	0.8	-0.3	CCOc1ccc(N=Nc2c(C)noc2C)cc1
i	0.01	0.2	CC1(C)CC(=O)C=C(NCC(O)c2ccccc2)C1 (configuration not stated)

Next section:
KCNQ2 block	Kir21 inh	STK33 inh	molecule
i	-2.1	-1.4	CC1=C(C(=O)OCC(C)C)C(c2ccc(F)cc2)NC(=O)N1 (configuration not stated)
i	0.44	-1.1	COc1ccc(/C=N/n2cnnc2SCc2ccccc2)cc1
i	0.98	0.1	Cc1c(NS(=O)(=O)N2CCCC2)c(=O)n(-c2ccccc2)n1C
i	-1.8	-0.7	CC(=O)N1CCN(C(=O)COc2ccc3oc4c(c3c2)CCCC4)CC1
i	2.1	-2.5	O=C(O)Cn1c(COc2ccc(Cl)cc2)nc2ccccc21
i	-0.15	1.3	CC(=O)Nc1ccc(NC(=O)Cc2ccc(F)cc2)cc1
i	0.03	0.3	CCN(CC)S(=O)(=O)c1ccc(N2CCOCC2)c(NC(=O)c2ccc(F)cc2)c1
i	-0.07	-1.4	COc1ccc(C)cc1NC(=S)N1CCOCC1
i	0.36	-2.1	N#C/C(=C/c1ccc(Sc2nc3ccccc3[nH]2)o1)c1cccc(Br)c1
i	-0.43	.	Cc1ccc(Cn2ccc(NC(=O)c3cc(-c4ccc5c(c4)OCO5)on3)n2)cc1
i	-0.01	-1.3	CC1=CCC(C(C)(C)NC(=O)c2ccccc2)C/C1=N\O (configuration not stated)
i	0.05	-0.3	Cc1ccc(NC(=O)N2CCCCC2)cc1NC(=O)N1CCCCC1
i	0.61	0.2	CCN(CC)c1ccc(NC(=O)c2cnn(CC)c2)cc1
i	1.2	-0.5	O=S(=O)(NCCNS(=O)(=O)c1ccccc1)c1ccccc1
i	-1.3	-1.6	Cc1ccc(NC(=O)N2CCC(C(=O)NCC(C)C)CC2)cc1
i	-1.2	-2.7	CCOC(=O)c1c(C)c(C(=O)NCCc2ccc(S(N)(=O)=O)cc2)c(C)n1CC
i	-0.28	-1.9	CCn1nc(NS(=O)(=O)c2ccc(C)cc2)c2cc3ccccc3nc21
i	1.2	0.0	COc1cccc(-c2c(C(=O)N/N=C(\C)c3cccs3)nnn2-c2nonc2N)c1
i	2.4	1.8	COc1cc(/C=C2/SC(=S)N(CCC(=O)Nc3ccc(C(=O)O)cc3)C2=O)cc(OC)c1OC
i	0.31	-0.2	CCS(=O)(=O)N1CCC(C(=O)NCc2cccs2)CC1
i	2.4	-1.1	CCCn1c(C)cc(C(=O)CN2C(=O)c3ccccc3C2=O)c1C
i	0.95	-0.1	O=C(CSCc1cccc(F)c1)NCc1ccccc1
i	0.35	.	CCN(CC)CCNC(=O)CCCCn1c(=S)[nH]c2c([nH]c3ccc(OC)cc32)c1=O
i	0.99	-0.4	CCn1cc(C(=O)NCCO)c(=O)c2cc(F)c(N3CCN(C)CC3)cc21

Source: PubChem BioAssay
